TPT1 inhibitor: blocks Candida albicans tRNA 2'-phosphotransferase; recombinant caTPT1, FP RNA substrate dephosphorylation; inhibition, % at 5 µM; 0.81% of 300,000 active;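 active means inhibition above the mean of all tested compounds plus 3 SD, set per screening campaign, cut at about 24% in these data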;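 further: plate controls were DMSO alone for no effect and ferristatin control at 100 nM for full effect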
procasp3 activ: procaspase-3 (human) activation | P42574 | recombinant procaspase-3 D3A, Ac-DEVD-pNA absorbance 405 nm | activation, % at 8.5 µM | 0.11% of 330,000 active | AID 463141;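 active means activation above the mean of all tested compounds plus 3 SD, cut at about 21% in these data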;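 further: 0% = DMSO alone and 100% = DMSO wells spiked with extra 5 µM PC-3 D3A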
Target sequence (P42574 whole entry D9A/D28A/D175A): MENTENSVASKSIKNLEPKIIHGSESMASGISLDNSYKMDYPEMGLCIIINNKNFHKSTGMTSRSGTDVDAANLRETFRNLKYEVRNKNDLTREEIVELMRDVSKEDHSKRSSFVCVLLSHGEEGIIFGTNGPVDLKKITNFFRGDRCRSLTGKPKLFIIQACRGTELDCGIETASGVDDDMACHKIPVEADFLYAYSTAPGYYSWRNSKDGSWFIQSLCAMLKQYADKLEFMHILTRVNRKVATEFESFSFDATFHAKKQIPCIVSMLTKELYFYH
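Evaluation: percent activation relative to control range; Material: Procaspase-3 D3A mutant, all three cleavage aspartates alanine; Compound: single dose, 8.5 µM nominal compound, 0.8% DMSO; Replication: one well per compound; Signal: absorbance at 405 nm, 0 and 120 min; Schedule: 1 h preincubation plus 2 h reaction at 25 °C.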
PP1 counter: blocks human PP1-alpha phosphatase, a PP5 counter-screen | purified PP1alpha, OMFP fluorescence | 0.9% of 320,000 active | inhibition, % at 6.7 µM;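 active means inhibition above the mean inhibition of all tested compounds plus 3 SD, computed separately for each screening campaign, cut at about 15% in these data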
PP5 inh: inhibitors of human protein phosphatase 5 (PP5); purified PP5c, OMFP substrate fluorescence; AID 1987; inhibition, % at 6.7 µM; 0.18% of 320,000 active; P53041;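 active means inhibition above the campaign's mean inhibition across all tested compounds plus 3 SD, cut at about 9.5% in these data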;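 further: 0% = DMSO only and 100% = 100 µM cantharidin control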
Target sequence (P53041 whole entry, looked up): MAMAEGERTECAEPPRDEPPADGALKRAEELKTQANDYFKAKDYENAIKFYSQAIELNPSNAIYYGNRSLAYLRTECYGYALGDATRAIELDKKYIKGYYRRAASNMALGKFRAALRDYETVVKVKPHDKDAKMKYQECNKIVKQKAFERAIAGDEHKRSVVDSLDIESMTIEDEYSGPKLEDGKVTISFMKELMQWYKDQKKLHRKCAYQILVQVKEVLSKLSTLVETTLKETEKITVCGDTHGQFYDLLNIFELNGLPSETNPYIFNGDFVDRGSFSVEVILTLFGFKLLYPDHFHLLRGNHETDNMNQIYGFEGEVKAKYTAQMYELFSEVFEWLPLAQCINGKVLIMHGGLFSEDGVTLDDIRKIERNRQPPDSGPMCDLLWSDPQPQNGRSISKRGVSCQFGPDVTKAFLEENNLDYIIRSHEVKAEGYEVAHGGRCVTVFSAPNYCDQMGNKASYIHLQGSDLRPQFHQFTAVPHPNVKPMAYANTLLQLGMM
AHR act: human AHR activation; P35869; AHR-responsive luciferase reporter cells, luminescence; activation, % at 5 µM; 2.5% of 320,000 active; in the data active means activation above about 47%;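 further: 0% = vehicle wells and 100% = reference agonist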
CTSL1 counter: blocks F. hepatica cathepsin L1 in PFM18AAP counter-screen; inhibition, % at 5.96 µM; recombinant F. hepatica cathepsin L1, Z-Leu-Arg-MCA fluorescence; 0.49% of 300,000 active;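 active means inhibition above the mean of all tested compounds plus 3 SD, set per screening campaign, cut at about 17% in these data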;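 further: 0% = plate median of test compound wells and 100% = 1 µM Z-Phe-Ala-diazomethylketone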
HCV core dimer: HCV core protein dimerization inhibition | TR-FRET GST/Flag-core106 dimerization, 1536-well | inhibition, % at 5 µM | AID 1899 | 0.33% of 300,000 active;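 active means inhibition above the mean of all tested compounds plus 3 SD, set per screening campaign, cut at about 45% in these data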
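test system = GST/Flag-tagged HCV core106 proteins | probe or stimulus = Eu donor and XL665 acceptor anti-tag antibodies | times = compound-protein-antibody incubation 4 h at 22.5 °C | signal = TR-FRET, excitation 340 nm, emission 617 and 671 nm | measure = percent inhibition of core106 dimerization signal | controls = wells lacking GST-core106 and wells with excess unlabelled core106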
procasp7 counter: activates human procaspase-7, counter-screen for procaspase-3 activators; recombinant procaspase-7, Ac-DEVD-pNA absorbance 405 nm; D23A/D198A/D206A triple mutant, cannot self-cleave; scale: DMSO 0, 5 µM enzyme 100; P55210; 0.093% of 330,000 active; activation, % at 8.5 µM; AID 463210;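 active means percent activation above the screen-wide mean plus 3 SD, cut at about 25% in these data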
Target sequence (P55210 whole entry D23A/D198A/D206A): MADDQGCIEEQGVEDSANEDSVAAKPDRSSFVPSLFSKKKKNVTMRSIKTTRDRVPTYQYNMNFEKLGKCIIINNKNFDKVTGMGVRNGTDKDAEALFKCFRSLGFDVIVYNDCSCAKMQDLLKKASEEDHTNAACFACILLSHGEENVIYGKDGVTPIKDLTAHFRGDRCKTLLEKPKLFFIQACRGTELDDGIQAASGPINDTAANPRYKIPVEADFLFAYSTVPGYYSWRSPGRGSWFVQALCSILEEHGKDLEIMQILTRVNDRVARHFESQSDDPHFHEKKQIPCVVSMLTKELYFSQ
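Assay system – Uncleavable procaspase-7 mutant enzyme · Quantity – 2 µM procaspase-7 mutant as dispensed · Times – 1 h preincubation, 2 h reaction · Dosing – single nominal 8.5 µM compound dose, 0.8% DMSO final · Buffer or medium – Zinc-free 50 mM HEPES buffer, pH 7.4, with NaCl and Triton X-100 · Detection – Epi-absorbance of released pNA at 405 nm, two timepoints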
PAFAH2 inh: inhibitors of human PAFAH2; recombinant PAFAH2, FP-rhodamine activity probe, fluorescence polarization; AID 492956; inhibition, % at 3.39 µM; 0.99% of 340,000 active;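 active means inhibition above the mean over all tested compounds plus 3 SD, cut at about 30% in these data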;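 further: inhibitors block probe labeling of enzyme so polarization drops; 0% = enzyme with DMSO and 100% = wells lacking PAFAH2 protein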
* marks the source's active call; other numbers are inactive results; / = not tested or not shown. The order is random; any-hit rate near 5.6%.

1) CCOc1ccccc1N(CC(=O)NCCc1ccccc1)C(=O)CCC(=O)Nc1ccccn1
2) Cc1ccc(NC(=O)c2ccc(CNS(=O)(=O)c3cccc(C(F)(F)F)c3)cc2)cc1
3) O=C(NC1CCCCC1)C1CCN(S(=O)(=O)N2CCCCCC2)CC1
4) COc1ccc(/C=C/C(=O)Nc2cccc(F)c2)cc1S(=O)(=O)N1CCOCC1
5) COC(=O)C1=C(N)Oc2cc(C)n(Cc3cccnc3)c(=O)c2C1c1ccc(OC)c(OC)c1 (stereo not given)
6) Cc1ccc(S(=O)(=O)/N=C(\N)Nc2nc(C)c3cc(C)c(C)cc3n2)cc1
7) CCc1cc(=O)oc2cc(C)cc(OC(C)C(=O)O)c12 (stereo not given)
8) COc1ccc(C2CC(=O)n3c(nc4ccccc43)S2)cc1OC (stereo not given)
compound no.	1	2	3	4	5	6	7	8
TPT1 inhibitor	0	-2	-1	1	-5	0	0	3
procasp3 activ	14	4	0	-5	7	3	1	3
PP1 counter	0	-7	-3	-3	-1	11	-1	-3
PP5 inh	1.2	0.8	2.0	-0.1	-0.6	0.1	4.0	3.5
AHR act	0	11	0	15	2	-14	0	-1
CTSL1 counter	-1	3	-3	-11	0	2	-4	-1
HCV core dimer	-3	10	-5	-2	-1	9	2	4
procasp7 counter	7	-13	-1	-1	7	-4	15	7
PAFAH2 inh	-2	5	1	4	-1	-11	-4	4

9) Cc1c(NC(=O)C2CCCN2S(=O)(=O)c2ccc(Cl)cc2)c(=O)n(-c2ccccc2)n1C (stereo not given)
10) Cc1ccc(S(=O)(=O)N2CCN(C(=O)N3CCOCC3)C2C(C)C)cc1 (stereo not given)
11) COc1ccc2[nH]c3c(c2c1)CCNC3C1CC=C(C)CC1 (stereo not given)
12) CCOC(=O)NC1(Nc2ccc(C)cc2)Oc2ccccc2O1
13) CS(=O)(=O)N1CCc2cc(S(=O)(=O)N3CCN(Cc4ccc5c(c4)OCO5)CC3)ccc21
14) Cc1ccc2c(C)c(C(=O)N3CCN(C4CCS(=O)(=O)C4)CC3)oc2c1C (stereo not given)
15) COc1cc2nc(C3CCC3)nc(N3CCN(c4ccccc4OC)CC3)c2cc1OC
16) O=C(NN1CCOCC1)c1cccc(F)c1
compound no.	9	10	11	12	13	14	15	16
TPT1 inhibitor	5	0	-4	1	-2	2	1	-3
procasp3 activ	6	1	6	-4	9	2	8	1
PP1 counter	3	-3	-2	-4	-2	-7	6	-4
PP5 inh	2.0	3.4	-0.3	-2.0	1.5	1.6	4.8	0.7
AHR act	4	-1	7	-3	-1	4	12	-1
CTSL1 counter	-3	-2	0	0	-3	-2	-4	3
HCV core dimer	0	-2	-5	-2	1	-5	-14	0
procasp7 counter	-5	3	10	-8	5	0	-4	2
PAFAH2 inh	-1	9	5	4	-1	-5	-3	3

7 compounds drawn at random from the list so far:
11) COc1ccc2[nH]c3c(c2c1)CCNC3C1CC=C(C)CC1 (stereo not given)
15) COc1cc2nc(C3CCC3)nc(N3CCN(c4ccccc4OC)CC3)c2cc1OC
14) Cc1ccc2c(C)c(C(=O)N3CCN(C4CCS(=O)(=O)C4)CC3)oc2c1C (stereo not given)
10) Cc1ccc(S(=O)(=O)N2CCN(C(=O)N3CCOCC3)C2C(C)C)cc1 (stereo not given)
13) CS(=O)(=O)N1CCc2cc(S(=O)(=O)N3CCN(Cc4ccc5c(c4)OCO5)CC3)ccc21
16) O=C(NN1CCOCC1)c1cccc(F)c1
9) Cc1c(NC(=O)C2CCCN2S(=O)(=O)c2ccc(Cl)cc2)c(=O)n(-c2ccccc2)n1C (stereo not given)
compound no.	11	15	14	10	13	16	9
TPT1 inhibitor	-4	1	2	0	-2	-3	5
procasp3 activ	6	8	2	1	9	1	6
PP1 counter	-2	6	-7	-3	-2	-4	3
PP5 inh	-0.3	4.8	1.6	3.4	1.5	0.7	2.0
AHR act	7	12	4	-1	-1	-1	4
CTSL1 counter	0	-4	-2	-2	-3	3	-3
HCV core dimer	-5	-14	-5	-2	1	0	0
procasp7 counter	10	-4	0	3	5	2	-5
PAFAH2 inh	5	-3	-5	9	-1	3	-1

Next part
17) CN1/C(=C/C=N/n2cnnc2)C(C)(C)c2ccccc21
18) CCC(C(=O)Nc1ccc2[nH]ncc2c1)c1ccccc1 (stereo not given)
19) CCOc1cc(C(N)=O)cc(Br)c1OCC
20) CN(c1ccccc1C(=O)N1CCN(c2cccc(Cl)c2)CC1)S(C)(=O)=O
21) CCNC(=S)N(Cc1ccco1)Cc1cc2cc3c(cc2[nH]c1=O)OCCO3
22) CCOc1ccc(CCNC(=O)CN2C(=O)NC3(CCCCC3)C2=O)cc1OCC
23) O=C(N/C(=C\c1ccc(Br)cc1)C(=O)N1CCCC1)c1cccs1
24) COc1ccccc1/C=C1\SC(=S)N(NS(=O)(=O)c2ccc(C)cc2)C1=O
compound no.	17	18	19	20	21	22	23	24
TPT1 inhibitor	0	0	2	2	1	-2	-1	2
procasp3 activ	4	-3	6	12	-2	3	11	0
PP1 counter	-1	-1	-10	-6	-5	-3	-2	14
PP5 inh	4.9	4.2	2.8	0.2	2.6	0.1	2.1	0.9
AHR act	5	4	2	1	71*	-1	7	0
CTSL1 counter	0	-1	-2	0	-1	2	0	1
HCV core dimer	-3	-6	2	-2	7	-3	3	5
procasp7 counter	-2	-8	-9	13	-4	10	1	-13
PAFAH2 inh	-6	7	5	5	1	-2	0	19

25) CN(C)S(=O)(=O)c1cccc(C(=O)Nc2cc3c(cc2C(=O)O)OCCCO3)c1
26) COc1ccc(Cn2c(=O)[nH]c3cc(C(=O)N4CCN(c5ccc(OC)cc5)CC4)ccc3c2=O)cc1
27) COC(=O)c1sccc1NC(=O)CC1C(=O)NCCN1C(=O)c1ccc(C)c(C)c1 (stereo not given)
28) COc1cc(O)c(C(C)=O)cc1OC
29) CCCC(=O)Nc1cc(OC)c(C(=O)OC)cc1Cl
30) N=c1oc2c3c4c(cc2cc1C(=O)Nc1ccccc1)CCCN4CCC3
31) COc1ccc(-c2noc(Cn3cc(S(=O)(=O)N4CCCC4)ccc3=O)n2)cc1
32) CCCC(O)(c1ccc(Br)cc1)C(CN1CCOCC1)c1ccc(Cl)cc1 (stereo not given)
compound no.	25	26	27	28	29	30	31	32
TPT1 inhibitor	-1	0	-1	-9	1	-24	/	-3
procasp3 activ	2	4	-2	-1	14	-30	4	7
PP1 counter	0	0	0	-2	1	-25	0	-1
PP5 inh	-0.1	-1.7	-1.5	0.4	0.8	-22	4.4	1.6
AHR act	1	-2	2	2	-1	44	3	0
CTSL1 counter	1	3	4	-1	0	-1	/	2
HCV core dimer	6	9	5	-9	-1	39	/	-3
procasp7 counter	8	-3	-5	8	11	-18	1	10
PAFAH2 inh	3	-4	3	4	-6	29	9	-6

33) CCOc1ccc(-c2cc(C(=O)NCCCn3ccnc3)c3cc(Br)ccc3n2)cc1
34) CC1Cc2ccccc2N1C(=O)CSc1nnc2c(n1)[nH]c1ccccc12 (stereo not given)
35) CN(Cc1ccccc1)C(=O)CSc1nc2c(c(C(F)(F)F)n1)CCc1ccccc1-2
36) CCOc1ccc(NC(=O)CSc2nnc(C(C)C)n2CC)cc1
37) CCN(CC)S(=O)(=O)c1ccc2nc(COC(=O)c3n[nH]c4ccccc34)[nH]c2c1
38) Cc1cc2c(c(SCC#N)n1)C(=O)OC2
39) COc1ccc(NC(=O)CSc2nnc(Cc3ccccc3)o2)c(OC)c1
40) CCSc1nnc(NC(=O)C2(C)Cc3ccccc3C(=O)O2)s1 (stereo not given)
compound no.	33	34	35	36	37	38	39	40
TPT1 inhibitor	3	-6	4	1	2	2	0	-2
procasp3 activ	1	11	3	0	1	0	9	7
PP1 counter	21*	1	-2	2	13	-2	2	1
PP5 inh	3.6	-0.5	2.1	2.1	3.2	2.3	0.1	0.2
AHR act	17	9	1	2	10	3	0	-3
CTSL1 counter	2	5	2	0	-1	-3	0	-2
HCV core dimer	-1	9	18	-2	7	-3	1	4
procasp7 counter	5	7	6	4	4	12	7	-7
PAFAH2 inh	4	-15	-6	9	-2	4	-3	-1

41) Cc1cc2cc(CN(CC3CCCO3)C(=S)NCc3ccco3)c(=O)[nH]c2cc1C (stereo not given)
42) CN(C)c1ncc(C(=O)O)cn1
43) CCOn1c(=O)c(=O)n(OCc2ccccc2)c2ccccc21
44) O=C(O)CNS(=O)(=O)/C=C/c1ccccc1
45) CC(C)C(NS(=O)(=O)c1cccc2nsnc12)C(=O)N1CCCCC1 (stereo not given)
46) CCOC(=O)c1[nH]nc(-c2cc(CC)c(O)cc2O)c1-c1cscn1
47) Cc1cc(/C=N/NS(=O)(=O)c2ccc(F)c(Cl)c2)no1
48) CC(=O)N1CCN(CC(=O)Nc2cc(S(=O)(=O)N3CCCCC3)ccc2C)CC1
compound no.	41	42	43	44	45	46	47	48
TPT1 inhibitor	4	4	1	0	3	1	-3	/
procasp3 activ	-25	0	1	-1	7	9	-1	-6
PP1 counter	5	-3	-3	-1	0	1	-2	/
PP5 inh	1.9	2.6	3.1	-0.1	-0.9	0.2	-0.3	/
AHR act	13	12	26	0	-2	-2	-2	-1
CTSL1 counter	1	-5	0	-3	2	-1	0	/
HCV core dimer	5	-2	-8	-4	8	-3	-1	/
procasp7 counter	-15	-8	-2	1	-3	2	-2	3
PAFAH2 inh	-4	1	1	8	3	7	-1	-2

49) Cc1ccc(NC(=O)CSc2nnc(Cc3csc(C)n3)o2)cc1
50) O=C(CN(Cc1cccs1)C(=O)c1csnn1)NC1CCCC1
51) C=CCn1c(=O)c2ccccc2n2c(SC(C)C(=O)Nc3nc(-c4ccccc4)cs3)nnc12 (stereo not given)
52) CC(C)(C)NC(=O)c1cnn(-c2ccccc2)c1NC(=O)c1ccccc1
53) COC(=O)c1ccc(NC(=O)Cn2nc(C)cc2C)cc1
54) O=C(NC1CCN(Cc2ccccc2)CC1)c1cc(-c2ccccn2)nc2ccccc12
55) O=C1C=C(c2ccc3ncccc3c2)C[C@@H](c2ccc(F)cc2)C1
56) CNC(=O)c1sc(N2N=C3/C(=C/c4ccccc4)CCCC3C2c2ccccc2)nc1C (stereo not given)
compound no.	49	50	51	52	53	54	55	56
TPT1 inhibitor	/	-3	3	-1	0	-4	/	28*
procasp3 activ	-1	-1	7	-3	2	-6	7	-8
PP1 counter	0	-2	-1	6	-1	0	1	-6
PP5 inh	-0.7	-0.4	0.9	5.1	0.5	0.1	2.2	4.8
AHR act	5	-1	7	5	2	5	-2	25
CTSL1 counter	/	-3	6	-5	2	0	/	7
HCV core dimer	/	-1	7	0	2	-9	/	10
procasp7 counter	-3	2	1	8	0	10	0	-6
PAFAH2 inh	5	4	-2	0	4	12	2	3

Compound activity deposited in PubChem BioAssay by The Scripps Research Institute Molecular Screening Center.
